Lipid storage S3 – qHTS Assay for Lipid Storage Modulators in Drosophila S3 Cells. 0.64% of 320,000 active. AID 2685. Drosophila S3 cells, BODIPY lipid droplet fluorescence, 18-24 h; cells fed with added oleic acid. lipid storage change, negative = inhibition, % at the top dose, mostly 46.1 µM; hits show Potency in µM; active = well fitted inhibition curve with a large enough effect in the signal ratio, with a control signal flat, not every such curve was filed as active; inconclusive = small, poorly fitted or top-dose-only effect, or effect the other way, or a change in a side signal; the % refers to the signal ratio
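Drosophila S3 cells got compounds at several concentrations plus oleic acid (400 uM solution). Laser-scanning cytometry with 488 nm excitation read lipid droplets at 500-530 nm and cells at 575-640 nm. Percent activity was relative to 20 uM Triacsin C.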
Lipid storage S3 cell count max – recorded beside Lipid storage S3, whose call it bears; cell number change, %; measured here: cell count max response;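 cells counted by Cell Tracker Red CMTPX staining in the red channel; peak over a dose series mostly up to 46.1 µM; percent activity relative to internal control wells on each plate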
Starred values were filed as active, the others as inactive; i = inactive; u = inconclusive; x = no result given; [ ] = another dose, or the depositor's remark. % is scaled to controls: 0 for no effect and ±100 for the full control effect; potency is read from the fitted curve at half-maximal effect. The list is partial. The share of hits here may be higher or lower than overall.

SMILES	Lipid storage S3	Lipid storage S3 cell count max
O=[N+]([O-])c1cc(Cl)cc(/C=N\Nc2ccccn2)c1O	u	x
O=C(Nc1ccc(Br)c(Cl)c1)c1ccco1	i	x
CCOc1ccc(-c2nnc(NC(=O)Cc3ccc(OC)cc3)o2)cc1	u	x
COc1ccc(Nc2cc(=O)n(-c3ccccc3)c3c2c(=O)n(C)c(=O)n3C)cc1	3%	5
O=c1c2ccccc2n(Cc2ccc(Cl)cc2)c(=O)n1Cc1ccco1	6%	17
CCOC(=O)c1c(C)[nH]c(C)c1S(=O)(=O)NC(CC)CN1CCOCC1 (stereo not given)	u	x
O=C(N/N=C/c1cccc([N+](=O)[O-])c1)c1cnccn1	u	x
O=C(Cn1c2ccccc2c(=O)c2ccccc21)N/N=C/c1cc([N+](=O)[O-])ccc1N1CCCCCC1	u	x
Cc1ccc(/C(O)=C2\C(=O)C(=O)N(CCN(C)C)C2c2ccccc2F)cc1 (stereo not given)	-15%	-6
Cc1cc(C)nc(NS(=O)(=O)c2ccc(NC(=S)NC(=O)c3ccco3)cc2)n1	u	x
O=C(Nc1ccc(N2CCN(C(=O)c3ccco3)CC2)c(Cl)c1)c1cccs1	u	x
CCc1c(O)nc(SCC(=O)N(CC)CC)[nH]c1=O	-18%	10
Cc1cc(OC(=O)c2cccc([N+](=O)[O-])c2)c(C)cc1CN1CCOCC1	u	x
CCOc1ccc(C(=O)OCn2nnc3ccccc3c2=O)cc1OC	24%	-1
Cc1ccccc1NC(=O)Cc1nc(COC(=O)Cc2ccccc2F)cs1	u	x
C[C@H](NC(=O)[C@@H]1Cc2ccccc2CN1)C(=O)Nc1ccc2c(c1)OCCO2	u	x
COc1ccc2oc(=N)c(-c3nnc4n3CCCCC4)cc2c1	5%	8
CC(C)C(c1nnnn1C1CCCC1)N1CCOCC1 (stereo not given)	u	x
Cc1cc(C)n(-c2c(C)[nH]c3ccccc23)n1	u	x
CN(C)CCN(Cc1ccco1)S(=O)(=O)c1ccc(-c2ccc(=O)[nH]n2)s1	u	x
Cc1nc2c(cc1C(=O)N/N=C/c1ccc([N+](=O)[O-])cc1)c(=O)n(C)c(=O)n2C	11%	9
Cc1ccc(S(=O)(=O)N2CCOCC2)cc1C(=O)OCC(=O)N1c2ccccc2NC(=O)C1(C)C	u	x
CC(C)[C@H](NC(=O)c1ccccc1F)C(=O)Nc1nc2c(s1)CCCC2	u	x
COc1ccc(S(=O)(=O)N2CCC(C(=O)NC3CC3)CC2)cc1C	u	x
CCOCc1c(C(=O)OCC(=O)NCc2ccc(F)cc2)oc2ccccc12	u	x
CCOc1ccc(NC(=O)C(=O)N/N=C\c2ccc(CNS(=O)(=O)c3ccccc3)o2)cc1	u	x
Cc1ccc(-c2nc(N)s[n+]2-c2ccccc2)cc1	u	x
CCCNC(=O)OC[C@H]1O[C@H](CCO/N=C/[C@@H](OC)[C@H](C)/C=C/CC(=O)OC)C=C[C@@H]1Oc1ccc(OC)cc1	u	x
COc1ccc(-c2cccc(C(=O)N3CCOCC3)c2)cc1	u	x
Cc1ccc(OCC(=O)NC(=S)Nc2cccc(NC(=O)c3ccc(Cl)cc3Cl)c2)cc1	25%	-2
CCOc1cc(CNCc2ccncc2)cc(Br)c1OCc1ccccc1F	u	x
Cc1cc(C)n(C(=O)CNc2cccc(Cl)c2C)n1	u	x
Cc1cc(C)c(S(=O)(=O)N2CCN(C(=O)CCn3nc(C)c(C)c3C)CC2)c(C)c1	u	x
O=C(NCC1CCCO1)C1CC(=O)N(c2ccc(Cl)cc2)C1 (stereo not given)	i	25
O=C(c1cc(-c2ccc(O)cc2)on1)N1CCN(c2ccccc2)CC1	u	x
COCCn1c(-c2ccccc2)nc2c(c(=O)c3ccccc3n2C)c1=O	u	x
NS(=O)(=O)c1ccc(CCNC(=O)COC(=O)COc2cccc(C(F)(F)F)c2)cc1	u	x
CCC(O)(CC)C(=O)N(Nc1ccc(C)cc1)c1ccc(C)cc1	u	x
O=C(Cc1ccccc1)Nc1ccc(C(=O)NCc2ccccc2)cc1	u	x
CS(=O)(=O)N1CCC(Oc2ccccc2C(=O)N2CCN(CC3CC3)CC2)CC1	-3%	17
COc1ccc(CNC(=O)CCC2N=C3c4ccccc4N=C(SCC(=O)NCC4CCCO4)N3C2=O)cc1 (stereo not given)	i	-7
CCN(CC)S(=O)(=O)c1ccc(Cl)c(NC(=O)COc2ccc(OC)cc2[N+](=O)[O-])c1	u	x
Cc1cc(NC(=O)CCN2CC(C)OC(C)C2)ccc1Br (stereo not given)	u	x
CCC1CCCCN1C(=S)Nc1ccc(C(C)=O)cc1 (stereo not given)	8%	-9
O=C(c1cccc(NS(=O)(=O)c2cccc(F)c2)c1)N1CCN(c2ccccc2)CC1	1%	0
O=C(CSc1nnc2sc3ccccc3n12)N1CCN(c2ccccc2)CC1	u	x
CCOCCCNC(=O)C(c1ccccc1)N(Cc1cccs1)C(=O)CNC(=O)c1ccccc1 (stereo not given)	14%	12
CCN(CC)c1nc(C)c2c(c1C#N)CC(C)(C)OC2	-1%	-24
Cc1ccc(S(=O)(=O)N2CCCCC2)cc1NC(=O)c1ccccn1	u	x
COc1ccc(NC(=O)CSc2nnc(Cc3cccs3)n2C)cc1	u	x
Cc1[nH]c2ccc(C(=O)NCCCN3CCN(C)CC3)cc2c1C	u	x
O=C(NC(Cc1c[nH]c2ccccc12)C(=O)O)c1cccs1 (stereo not given)	u	x
O=C(O)CSC(NC(=O)c1cccnc1)(C(F)(F)F)C(F)(F)F	i	x
COc1ccccc1OCc1ccc(C(=O)N/N=C/c2ccco2)cc1	u	x
O=C(c1ccc(F)cc1)N1CCCCC(Sc2nnnn2-c2ccccc2)C1=O (stereo not given)	u	x
Clc1cccc(N2CCN(c3nnnn3-c3ccccc3)CC2)c1	i	x
COc1ccc(CNC(=O)c2[nH]c(C)c(C(C)=O)c2C)cc1	u	x
CCN(CC)CCn1c2c(c(SCC(=O)Nc3cc(C)ccc3C)nc1=O)CCC2	u	x
CCOC(=O)CCC(NC(=O)CCCC(=O)NC(CCC(=O)OCC)C(=O)OCC)C(=O)OCC (stereo not given)	u	x
CN(Cc1ccco1)S(=O)(=O)c1nnc(NC(=O)c2cccc(Cl)c2)s1	u	x

Remaining list, next part.
SMILES	Lipid storage S3	Lipid storage S3 cell count max
COc1ccc(NC(=S)NC2CCCCCC2)c(OC)c1	u	x
COc1ccc(CCN=C(C)c2cc(C)c(C)cc2O)cc1OC	18%	15
Cn1c(SCc2nc3ccccc3s2)nnc1-c1ccc2c(c1)OCO2	u	x
CSc1ccc(S(=O)(=O)NCCSc2ccccn2)cc1	3%	-3
CC(=O)Nc1ccc(NC(=O)C2C3CCC(C3)C2C(=O)O)cc1 (stereo not given)	-8%	1
COC(=O)c1cc(NC(=O)c2ccccc2)c(=O)oc1C	u	x
Cc1ccc2nc(-c3ccc(Br)o3)oc(=O)c2c1	i	-26
CCOC(=O)Cn1c(N)c(C(=O)OC)sc1=S	19%	-21
CCN(CC)S(=O)(=O)c1ccc(OC)c(NC(=S)Nc2cc(C)ccc2C)c1	u	x
Cc1ccc(Oc2ncccc2C(=O)NC2CCSC2=O)cc1 (stereo not given)	-21%[9.22 µM]	-14
O=C(c1ccc(F)cc1F)N1CCCC(c2nc(-c3cccs3)no2)C1 (stereo not given)	u	x
O=C(Nc1nnc(-c2ccco2)o1)C1CC1	-21%	-3
COc1ccc(OC)c(CCNC(=O)Cn2ccc3cc(S(=O)(=O)N4CCCC4)ccc32)c1	-20%	-6
C=CCN1CCc2cc(O)c(O)cc2C(c2ccccc2)C1 (stereo not given)	u	x
c1ccc(CCC2CCCCN2Cc2nc(C3CC3)no2)cc1 (stereo not given)	-2%	-10
CC(C(=O)Nc1cc(C(F)(F)F)ccc1N1CCOCC1)N1C(=O)C2CC=CCC2C1=O (stereo not given)	1.5µM*	-2.0*
Cc1cc(NC(=O)c2ccc([N+](=O)[O-])cc2Cl)ccc1NC(=O)c1ccco1	u	x
Cc1cccc(NC(=O)C2CCN(C(=O)c3ccccc3C)CC2)n1	u	x
O=[N+]([O-])c1ccccc1/C=C/c1ccc2ccccc2n1	u	x
Cc1cc(C)c(C(=O)Cn2nc(C(=O)O)c3ccccc3c2=O)cc1C	4%	13
Cc1ccc(S(=O)(=O)N2CCCCC2)cc1NC(=O)CSc1ncccn1	u	x
CCOC(=O)Nc1ccc2c(c1)Sc1ccccc1N2C(=O)CCN1CCOCC1	10%	9
c1ccc2c(c1)sc1nnnn12	u	x
COc1ccc(CNC(=O)CC2C(=O)NCCN2CC(C)(C)C)c(OC)c1 (stereo not given)	-9%	5
Cc1ccc(S(=O)(=O)CCNC(=O)Cc2ccccc2)cc1	u	x
O=S(=O)(c1ccc2c(c1)OCCO2)C1CCC(S(=O)(=O)c2c(F)cccc2F)CC1 (stereo not given)	-6%	-13
COc1ccccc1/C=C\C(=O)NCC(=O)N/N=C/c1ccc(O)cc1O	u	x
CC(=O)c1ccc(N2CCN(C(=O)c3cn(Cc4ccccc4)nc3-c3cccnc3)CC2)c(F)c1	u	x
Cc1cc(C(=O)NC2CCCCC2)c(C)n1-c1ccc(F)cc1	7%	2
CCCOc1ccc(-c2c(C(=O)N/N=C/c3ccc(C)cc3)nnn2-c2nonc2N)cc1	i	24
CC(C)CCn1c(N2CCN(Cc3ccccc3)CC2)nc2c1c(=O)[nH]c(=O)n2C	u	x
COc1ccc(C)cc1NS(=O)(=O)c1cn(C)nc1C	u	x
Nn1c(Nc2ccccc2)nc2ccccc2c1=O	u	x
COc1cc(NC(=O)c2ccno2)cc(C(=O)Nc2cccc(C(F)(F)F)c2)c1	u	x
COc1cc(C2NC(=O)CCC2[N+](=O)[O-])c(OC)cc1Br (stereo not given)	u	x
CNc1ccc(NC(C)=O)cc1[N+](=O)[O-]	7%	-7
COCC(=O)NCc1ccc2c(c1)OCO2	1%	-11
CCCCCCCCn1cc(C(C)=O)c(=O)[nH]c1=O	-8%	-5
COC(=O)c1cc(OC)c(OC)cc1NC(=O)c1c(-c2ccccc2Cl)noc1C	0%	-27
CCC1(CC)NC(=O)N(CC(=O)OC(C)C(=O)Nc2cc([N+](=O)[O-])ccc2OC)C1=O (stereo not given)	i	x
O=C(O)c1ccc2c(=O)n3c(nc2c1)/C(=C/c1ccc(F)cc1)CC3	u	x
CCOC(=O)CSc1nc2cc(C(=O)NCc3ccco3)ccc2c(=O)n1C1CCCCC1	u	x
COc1ccc(N(C)C(=O)c2cn(CC(C)C)c(=O)c3cc(OC)c(OC)cc23)cc1	12%	13
COc1ccc(Nc2ncnc3ccc([N+](=O)[O-])cc23)c(OC)c1	7%	4
COc1ccc(C(=O)COC(=O)c2cc(C)no2)c(OC)c1	u	x
Cc1cc(C)cc(OCC(=O)NNC(=O)c2cc(C)[nH]n2)c1	15%	3
O=C(COC(=O)/C=C/c1cccs1)NC(c1ccccc1)c1ccccc1	12%	1
CCOC(=O)c1c(C)[nH]c(C(=O)OCC(=O)N2CC(C)OC(C)C2)c1C (stereo not given)	u	x
O=C1C=C(Nc2ccc(Cl)cc2Cl)CC(c2ccco2)C1 (stereo not given)	-2%	-17
Cc1ccc(-c2nc3ccccc3o2)cc1NC(=S)NC(=O)/C=C/c1ccco1	u	x
Cc1cc(C)nc(N2CCN(C(=O)CCC(=O)Nc3nnc(CC(C)C)s3)CC2)n1	-8%	12
O=C(CCSc1ccccc1)Nc1ccccc1Br	-13%	3
Cc1ccc(OCC(=O)N(C)Cc2ccccc2)c([N+](=O)[O-])n1	9%	8
CCC(=O)Nc1ccc(N2CCN(S(C)(=O)=O)CC2)cc1	i	x
CCc1ccc(C2=NN(CCC(=O)NC3CCCCCC3)C(=O)CC2)cc1	u	x
O=C(c1cc2ccccc2o1)N1CCN(c2ccccc2Cl)CC1	u	x
CCCCOc1ccc(C(=O)NCC(=O)NC2CCCCC2)cc1	u	x
COc1cc(CCC(=O)N2CCN(S(=O)(=O)c3ccc(C)cc3)CC2)cc(OC)c1OC	u	x
O=C(C1=C(O)C(=O)N(c2ncccn2)C1c1ccc(Cl)cc1)c1ccco1 (stereo not given)	-12%	9
CCC/C(O)=C1\C(=O)CCCC1=NCCc1c(C)[nH]c2ccc(OC)cc12	2%	4

High-throughput results as filed in PubChem.
